From PubChem
influenza NS1A: NS1A inhibition, H1N1 influenza, cell based functional assay (AID 504329); NS1A functional cell-based assay, percent inhibition; higher % means a stronger effect; inhibition, % at 12.5 µM; hits with a dose series show IC50 in µM; 340,000 compounds, 0.3% hits; in the data active = a potency from the dose series; inconclusive = inhibition above about 27% without an active follow-up result; note: strong numbers were not always called active
tuberculosis growth: growth inhibition of non-replicating M. tuberculosis (AID 488890). Mycobacterium tuberculosis non-replicating, growth inhibition; higher % means a stronger effect. inhibition, % at 25 µM, or IC50 in µM where a hit was titrated. 320,000 compounds, 0.39% hits; in the data active = a potency from the dose series; inconclusive = inhibition mostly from about 82% at the one dose, without a potency; inactive = the rest, 99 in 100 with inhibition below about 76%;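 note: plate controls were DMSO cells for no effect and high antibiotic wells for full effect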
inhibitors of VEEV: inhibitors of VEEV TC-83 cytopathic effect, confirmation, Vero cells (AID 588727); Vero cells, VEEV TC-83 cytopathic effect inhibition; higher % means a stronger effect; inhibition, % at 20 µM, or IC50 in µM where a hit was titrated; 350,000 compounds, 0.13% hits; in the data active = a potency from the dose series; inconclusive = inhibition mostly from about 14% at the one dose, without a potency; inactive = the rest, 99 in 100 with inhibition below about 12%; note: strong numbers were not always called active
Salmonella PhoP GFP: Inhibition of PhoP regulon, Salmonella typhi GFP reporter cells, confirmation, 4 h (AID 1850); Salmonella Typhi PhoP-promoter GFP reporter, fluorescence, 4 h; higher % means a stronger effect; one-dose inhibition, % at 50 µM; IC50 in µM for titrated hits; 310,000 compounds, 0.33% hits; in the data active = a potency from the dose series; inconclusive = inhibition mostly from about 25% at the one dose, without a potency; inactive = the rest, 99 in 100 with inhibition below about 19%;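 note: 0% = induced wells with vehicle and 100% = uninduced wells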
H37Rv inhibition: M. tuberculosis growth inhibition, HTS (AID 449762) | M. tuberculosis H37Rv growth inhibition, 7H9 media; higher % means a stronger effect | one-dose inhibition, % at 25 µM; IC50 in µM for titrated hits | 330,000 compounds, 0.59% hits; in the data active = a potency from the dose series; inconclusive = inhibition above about 70% without an active follow-up result;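 note: bacterial growth assessed after seven days of incubation; strong numbers were not always called active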
inhibitors of VEEV 10K pilot screen: also measured in inhibitors of VEEV; calls as there; inhibition, %; measured here: 10K pilot screen inhibition
An asterisk follows results filed as active; i = inactive; ? = inconclusive; nt = no result given.

SMILES | influenza NS1A | tuberculosis growth | inhibitors of VEEV | Salmonella PhoP GFP | H37Rv inhibition | others
CCS(=O)CCSC(=N)N (stereo not drawn) | 8% | 0% | 0.8% | -4% | 0%
Cc1ccc(Sc2ccc(C=C3C(=O)N(C)C(=O)N(C)C3=O)o2)cc1 | 4% | 3µM* | 0.4% | -8% | ?
Cc1cccc(OCC(=O)OCC(=O)c2c(N)n(C)c(=O)n(C)c2=O)c1 | -7% | 17% | 7.0% | -15% | -4%
O=C(Nc1cccc(C(F)(F)F)c1)C1CCCO1 (stereo not drawn) | 9% | 75% | i | 2% | -6%
NC(=O)C1CCN(C(=O)c2cc3c(s2)CCCC3)CC1 | -2% | -5% | 0.1% | 9% | -6%
CN1CCN(S(=O)(=O)c2cccc(C(=O)N(C)Cc3cccs3)c2)CC1 | -21% | 15% | 1.4% | nt | -6%
CCc1ccccc1NC(=O)CN(C)Cc1nc(N)nc(Nc2ccccc2C)n1 | -6% | 41% | 7.4% | 2% | -9%
CC[N+](CC)(CC)CCOc1cccc(OCC[N+](CC)(CC)CC)c1OCC[N+](CC)(CC)CC | -1% | 16% | 0.4% | 2% | -1%
Nc1ccn(Cc2cccc(Cl)c2)n1 | -4% | -6% | i | 2% | 3%
CC(C)OC(=O)c1nn2c(C(F)(F)F)cc(-c3ccc(Br)o3)nc2c1Br | 3% | -2% | 1.1% | -1% | 3%
CCc1ccc2nc(NC(=O)C3CSC4(C)CCC(=O)N34)sc2c1 (stereo not drawn) | 2% | 42% | 6.6% | 6% | -9%
COc1ccc(-n2c(N)c(C(=O)NCc3ccco3)c3nc4ccccc4nc32)cc1OC | 4% | -7% | 8.0% | -8% | -1%
Cc1cc(C)c(NC(=O)CSc2nnc(CN3CCOCC3)n2C)c(C)c1 | -6% | -6% | 2.4% | -11% | -5%
O=C(CCc1nnc(CCCCc2ccccc2)o1)NCCCc1cccnc1 | -11% | 18% | i | 2% | -3%
Fc1cccc(F)c1-c1nc(-c2ccc(Cl)cc2)no1 | -3% | 6% | 7.2% | 0% | 6%
CCOC(=O)CNC(=O)C1(/C=C/c2ccccc2)CC(=O)N1c1ccc(C)cc1 (stereo not drawn) | 3% | 29% | 1.1% | -2% | 10%
CCCn1c(CN2CCN(C(=O)OCC)CC2)nc2cc([N+](=O)[O-])ccc21 | -7% | 2% | i | 8% | 3%
CCOC(=O)c1cnc(-n2nc(C)cc2C)nc1NCc1ccccc1 | -14% | ? | 0.6% | -10% | ?
O=C(Nc1ccc(Cl)cn1)c1cc2ccccc2o1 | 1% | 74% | 0.1% | -8% | 8%
COc1ccc(CNCCS(=O)(=O)NN2CCOCC2)cc1 | -2% | nt | 1.8% | nt | nt
N#C/C(=C\c1c(Oc2ccc(Cl)cc2)nc2ccccn2c1=O)C(=O)NC1CCS(=O)(=O)C1 (stereo not drawn) | 6% | 9% | i | 6% | 20%
COc1ccc(NC(=O)NNC(=O)COc2ccc3cc(Br)ccc3c2)c(OC)c1 | -7% | 19% | 2.3% | -10% | -1%
CC(C)OC(=O)/C(=C\C=C\c1ccccc1)NC(=O)c1ccccc1 | -3% | -4% | 2.5% | -8% | -5%
COc1cc(/C=N/NC(=O)c2ccc(CSc3nncn3C)cc2)cc(OC)c1O | -3% | 6% | 0.5% | -14% | 6%
CN(C(=O)CCc1nc2ccccc2s1)c1ccccc1 | -9% | 3% | i | 4% | 6%
c1ccc(NC2=Nc3ccccc3CC2)cc1 | 6% | 6% | 1.2% | -6% | 0%
Cc1ccc(NC(=O)CCNS(=O)(=O)c2ccccc2)c(C(=O)c2ccccc2)c1 | -3% | 11% | 1.0% | -10% | -17%
CCCCN(C(=O)CSc1nnc(-c2ccco2)o1)c1c(N)n(Cc2ccccc2)c(=O)[nH]c1=O | -22% | 11% | 1.1% | -7% | 4%
CCOC(=O)c1c(S(=O)(=O)NCC(=O)Nc2ccc(C)cc2)c(C)n(C)c1C | 1% | 6% | 2.3% | 11% | 4%
CC1CC(C)CN(C(=O)c2ccc(S(=O)(=O)N3CCCCC3)cc2)C1 (stereo not drawn) | -2% | 35% | 0.1% | -5% | 3%
CN1CCc2nc(NC(=O)c3cccc(OC(F)F)c3)sc2C1 | 3% | 16% | 3.1% | -14% | 6%
COc1ccc(OCc2cc(C(=O)N3C[C@H]4CC[C@H]3C4)no2)c(Cl)c1 | 5% | 13% | 0.2% | 3% | 6%
COc1ccc(/C=C/C(=O)C2CC2)cc1COc1c(C)cccc1C | 4% | 22% | 3.5% | -7% | 4%
Cn1nccc1C(=O)N1CCN(c2ccc(F)cc2)CC1 | -6% | -4% | 0.8% | -3% | 3%
Cc1ccc(S(=O)(=O)N2CC(O)C[C@H]2C(=O)OCC(=O)c2ccccc2)cc1 (stereo partly drawn) | -5% | 25% | 0.6% | -2% | 4%
Cc1cccc(NS(=O)(=O)c2cccc(C(=O)NCC3(N4CCCCC4)CCCCC3)c2)c1 | 12% | 23% | 5.0% | 5% | 2%
O=C(NCCc1c[nH]c2ccccc12)C1CCC(Cn2c(=S)[nH]c3ccccc3c2=O)CC1 (stereo not drawn) | -1% | 11% | 5.4% | -4% | ?
COc1ccc(/C=C/C(=O)Nc2ccccc2C(=O)O)cc1 | 0% | 24% | 1.0% | 18% | 1%
COC(=O)c1c(NC(=O)c2ccccc2C(=O)O)sc2c1CCC2 | -9% | -10% | i | -3% | -3%
Cc1cccc(NC(=O)/C(C#N)=C/c2ccc[nH]2)c1C | -12% | -5% | 7.4% | -7% | -3%
CCOc1ccccc1N(CC(=O)NC1CCCCC1)C(=O)CCC(=O)Nc1cc(C)ccn1 | 4% | 6% | 1.2% | 6% | -3%
O=C(CN1CCCC1)N1CCCc2ccccc21 | -1% | -4% | 0.2% | -4% | 2%
CCOc1ccc(-c2c(C#N)c(N)nc3sc(C(=O)c4ccccc4)c(N)c23)cc1 | -6% | -12% | 3.4% | -31% | 9%
CCCCNc1ccc(S(=O)(=O)c2cccc([N+](=O)[O-])c2)cc1[N+](=O)[O-] | -5% | 11% | 13% | -5% | -13%
O=C(O)c1cc(Cl)c(Cl)cc1C(=O)N1CCCC1 | 11% | 3% | i | -9% | -1%
CCOC(=O)C1CCCN(c2c(C(=O)c3ccccc3)cnc3ccc(OC)cc23)C1 (stereo not drawn) | -2% | 21% | 10% | -1% | 0%
Cc1ccnc(N2CCC(C(=O)Nc3ccc(Oc4ccccc4)cc3)CC2)n1 | -24% | -4% | i | -3% | -19%
CCOc1cc(CNCCCN2CCOCC2)cc(Cl)c1OCC(=O)NC(C)(C)C | -5% | 23% | i | 3% | -2%
N#Cc1cccc(C(=O)Nc2ccc(S(=O)(=O)Nc3nccs3)cc2)c1 | 13% | 27% | 2.8% | nt | -4%
S=c1[nH]nc(CCCc2n[nH]c(=S)o2)o1 | 4% | -5% | 2.6% | 0% | 9%
(list continues)
SMILES | influenza NS1A | tuberculosis growth | inhibitors of VEEV | Salmonella PhoP GFP | H37Rv inhibition | others
CCc1nc2ccccc2c(C(=O)NCc2ccccc2)c1C | 4% | 6% | 1.1% | -3% | -3%
O=C(Nc1ccnn1C1CCN(C/C=C/c2ccccc2)CC1)c1cccc(F)c1 | -4% | 40% | 1.5% | -8% | -2%
Cc1cccc(NC(=O)CSc2nnc(CNC(=O)c3ccco3)o2)c1 | 0% | -7% | 2.2% | -4% | -4%
COc1ccc(CC(NC(C)=O)C(=O)NC2CCN(C(=O)c3ccccc3F)CC2)cc1 (stereo not drawn) | -5% | -4% | i | 2% | 6%
Cc1ccc(S(=O)(=O)NC(=NCC(=O)O)c2ccccc2)cc1 | 6% | -1% | 0.6% | 2% | -6%
Cc1ccc(-c2[nH]ncc2CN2CCN(C(=O)c3cccs3)CC2)cc1C | -11% | 21% | 8.7% | 4% | 7%
CN(C)C(=O)c1cc(C(=O)c2ccc(C(F)(F)F)cc2F)c[nH]1 | -1% | -1% | 1.8% | -7% | 3%
NC(=O)C1CCN(CC(=O)Nc2nccs2)CC1 | 0% | -26% | 1.0% | -1% | -6%
C=CCn1c(C2CC2)n[nH]c1=S | 7% | 3% | 0.2% | 2% | 10%
O=C(NCCC1=CCCCC1)c1cccc(S(=O)(=O)N2CCCCC2)c1 | -4% | -9% | 0.2% | 0% | -8%
Cn1c(N)c(C(=O)COC(=O)Cn2cc(C(F)(F)F)ccc2=O)c(=O)n(C)c1=O | -23% | -6% | 0.9% | -9% | -2%
COc1ccc(CC(=O)Nc2cc(S(=O)(=O)N3CCCC3)ccc2Cl)c(OC)c1 | -4% | 10% | 5.6% | nt | -5%
COc1ccc(S(=O)(=O)N2CCCCC2C(=O)O)cc1 (stereo not drawn) | -10% | -5% | i | 2% | -2%
O=C(CCC(=O)Nc1ccccc1)N/N=C/c1ccncc1 | -7% | 15% | 1.9% | 9% | -1%
O=C(NCc1ccccn1)c1ccc(Cl)c(S(=O)(=O)N2CCCCCC2)c1 | 20% | 46% | 3.2% | -14% | 3%
CN1CCN(CC(C)(C)NS(=O)(=O)c2ccc(Cl)cc2)CC1 | -6% | 10% | 9.6% | -6% | 0%
CC(C)CCn1c(SCC(N)=O)nc2c1c(=O)n(C)c(=O)n2C | 3% | nt | 1.6% | -8% | -5%
O=C(NC1CCN(C(=S)Nc2ccc(F)cc2)CC1)C1CCCCC1 | 9% | -7% | 1.4% | 1% | -3%
COc1ccc(-c2cc3nc4ccccc4n3c(N)c2C#N)cc1 | -7% | 3% | 2.8% | 4% | -3%
c1ccc(CN2CCCC3(CCCN(Cc4nc(CC5CC5)no4)C3)C2)cc1 (stereo not drawn) | -3% | 10% | i | -5% | 0%

Filtered by structure, the compounds so far containing a CF3 group.
SMILES | influenza NS1A | tuberculosis growth | inhibitors of VEEV | Salmonella PhoP GFP | H37Rv inhibition | others
O=C(Nc1cccc(C(F)(F)F)c1)C1CCCO1 (stereo not drawn) | 9% | 75% | i | 2% | -6%
CC(C)OC(=O)c1nn2c(C(F)(F)F)cc(-c3ccc(Br)o3)nc2c1Br | 3% | -2% | 1.1% | -1% | 3%
CN(C)C(=O)c1cc(C(=O)c2ccc(C(F)(F)F)cc2F)c[nH]1 | -1% | -1% | 1.8% | -7% | 3%
Cn1c(N)c(C(=O)COC(=O)Cn2cc(C(F)(F)F)ccc2=O)c(=O)n(C)c1=O | -23% | -6% | 0.9% | -9% | -2%

The listing continues.
SMILES | influenza NS1A | tuberculosis growth | inhibitors of VEEV | Salmonella PhoP GFP | H37Rv inhibition | others
Cc1oc2c(CN3CCOCC3)c(O)ccc2c(=O)c1-c1ccc(Cl)cc1 | 9% | 23% | 0.2% | 16% | 1%
CC(OC(=O)c1cccs1)C(=O)NCC1CCCO1 (stereo not drawn) | 4% | 2% | 3.6% | 0% | 0%
O=C(COC(=O)C1=COCCO1)Nc1ccc(F)cc1 | -4% | 1% | 0.4% | 3% | ?
COC(=O)c1ccc(CSc2nnc3ccccn23)o1 | 2% | 9% | 1.6% | 19% | 0%
Cc1ccc(CNCc2ccc3c(c2)OCO3)c(C)c1 | -1% | -2% | i | 6% | 6%
CCOC(=O)c1sc(NC(=O)COc2ccc3c(c2)OCO3)nc1C | 11% | 34% | 1.1% | 7% | 7%
COc1ccc(C2OC(=O)CC2C(=O)NC2CCCC(C)C2C)cc1OC (stereo not drawn) | 3% | 0% | 1.6% | -5% | 0%
CN(C)C(=S)Nc1ccc(N2CCOCC2)cc1 | -3% | -14% | 1.3% | -16% | 1%
CCn1c(C)cc2c(c1=O)C(c1ccc3c(c1)OCO3)C(C#N)=C(N)O2 (stereo not drawn) | 22% | nt | 0.2% | 8% | nt
CCOc1cc(N2CCOCC2)c(OCC)cc1NC(=O)c1ccccc1 | 14% | 9% | 0.1% | 12% | -5%
COc1ccccc1CNC(=O)Cn1cccc1C(=O)c1ccccc1C | 3% | 29% | 2.2% | -13% | 4%
CSCCC(NC(=O)c1ccccc1)C(=O)N1CC(C)OC(C)C1 (stereo not drawn) | -7% | -2% | 1.2% | nt | -4%
O=C(NCC1CCCO1)c1cc2ccccc2[nH]1 (stereo not drawn) | 5% | -6% | i | 2% | -2% | inhibitors of VEEV 10K pilot screen=0.4
CCc1ccc(/C=N/NC(=O)c2nnn(-c3nonc3N)c2C(C)C)cc1 | 1% | 13% | 1.0% | 3% | 8%
COC(=O)C1=CN(Cc2ccccc2)C=C(C(=O)OC)C1c1ccc(OC)c(OC)c1 | 22% | 4% | 0.3% | 1% | 0%

In the list so far, these contain bromine:
SMILES | influenza NS1A | tuberculosis growth | inhibitors of VEEV | Salmonella PhoP GFP | H37Rv inhibition | others
CC(C)OC(=O)c1nn2c(C(F)(F)F)cc(-c3ccc(Br)o3)nc2c1Br | 3% | -2% | 1.1% | -1% | 3%
COc1ccc(NC(=O)NNC(=O)COc2ccc3cc(Br)ccc3c2)c(OC)c1 | -7% | 19% | 2.3% | -10% | -1%

Not a hit list; any-hit rate near 1.6%.
